Screening results: PubChem, National Center for Advancing Translational Sciences (NCATS)
TDP1 cell noCPT: qHTS for Inhibitors of human tyrosyl-DNA phosphodiesterase 1 (TDP1): qHTS in cells in absence of CPT. DT40 Tdp1-/- hTDP1 cells, no CPT, ATP luminescence, 48 h. Potency, µM (doses to about 46.2 µM), inactives show top-dose activity change, negative = growth inhibition, usual class: inhibitors. hit rate 15% among 420,000. AID 686978, 2013; also: nearly all actives have a fitted effect of over 55% in size
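No-CPT arm: Tdp1-/-;hTDP1 DT40 cells (400/well) plus compounds, incubated ≥48 hr at 37 °C. Readout CellTiter-Glo luminescence.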
KAT2A inh: inhibitors of human GCN5L2 histone acetyltransferase; GCN5L2 HAT assay, ThioGlo1 CoA-SH fluorescence; hit rate 0.21% among 390,000; Potency, µM (titrated, usually from 58.9 µM), inactives show at the highest dose activity change, negative = inhibition, actives largely listed as inhibitors; Q92830
Target sequence (Q92830 whole entry, looked up): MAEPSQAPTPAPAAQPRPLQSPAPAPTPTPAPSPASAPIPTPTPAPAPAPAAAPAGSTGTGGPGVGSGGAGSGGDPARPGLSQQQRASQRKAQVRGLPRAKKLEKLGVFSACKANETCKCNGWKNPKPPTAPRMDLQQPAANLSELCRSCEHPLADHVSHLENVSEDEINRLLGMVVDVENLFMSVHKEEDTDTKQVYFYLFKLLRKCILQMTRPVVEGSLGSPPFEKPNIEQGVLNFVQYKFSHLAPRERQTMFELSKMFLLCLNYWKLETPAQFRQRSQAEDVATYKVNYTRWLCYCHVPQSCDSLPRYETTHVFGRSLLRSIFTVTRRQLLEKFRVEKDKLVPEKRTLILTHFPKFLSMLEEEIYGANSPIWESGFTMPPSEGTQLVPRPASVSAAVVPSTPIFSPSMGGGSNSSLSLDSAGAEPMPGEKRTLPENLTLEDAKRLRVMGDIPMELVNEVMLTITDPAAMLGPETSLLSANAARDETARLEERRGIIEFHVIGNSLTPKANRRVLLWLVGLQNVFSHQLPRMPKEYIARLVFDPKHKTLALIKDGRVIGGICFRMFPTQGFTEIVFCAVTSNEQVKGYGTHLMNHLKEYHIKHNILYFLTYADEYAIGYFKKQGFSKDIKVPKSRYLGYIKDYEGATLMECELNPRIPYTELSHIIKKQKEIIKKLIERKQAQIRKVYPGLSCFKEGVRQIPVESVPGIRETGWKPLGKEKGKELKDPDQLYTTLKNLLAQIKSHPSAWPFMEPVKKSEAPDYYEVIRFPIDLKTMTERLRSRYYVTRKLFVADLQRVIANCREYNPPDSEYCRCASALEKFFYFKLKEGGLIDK
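GCN5L2 (20nM final) in 50mM HEPES, 0.1mM EDTA pH 7.5, 0.01% Tween-20 was preincubated 15 min at room temperature with compound, then given ThioGlo1 (50uM), H3(1-25) peptide (75uM) and acetyl-CoA (70uM); CoA-thiol fluorescence (Ex340/Em540) was read at 0 and 20 min.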
TDP1 block: blocks human tyrosyl-DNA phosphodiesterase 1; Q9NUW8; recombinant TDP1, AlphaScreen DNA substrate cleavage; Potency, µM (titrated, usually from 130 µM), inactives show top-dose activity change, negative = inhibition, hits mostly inhibitors; hit rate 0.28% among 350,000; AID 485290; also: nearly all actives have a fitted effect of over 40% in size
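Tdp1 1 nM final; 15 min RT w/ cpd; substrate 15 nM, 5 min; beads 10 ug/ml, 10 min; AlphaScreen read. Neg ctrl: no enzyme.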
* hit, by the source's call; ? = inconclusive; nt = no result given; & = joins results of further samples; [ ] = another dose, or the depositor's remark. Calls follow the shape of the dose curve; as a rule, active = well fitted curve in the direction sought with a large enough effect; inconclusive = small, poorly fitted or top-dose-only effect, or another doubt; inactive = no such curve, though single readings can be large; an effect the other way counts as inactive or inconclusive. % is scaled to controls: 0 for no effect and ±100 for the full control effect; potency is read from the fitted curve at half-maximal effect. Only part of the results is shown; the hit share may differ from the screen's.

Under each structure – TDP1 cell noCPT | KAT2A inh | TDP1 block
1: O=C(CN1C(=O)C2CC=CCC2C1=O)NCC(=O)Nc1ccc(F)c(F)c1F (stereo unspecified)
  1% | -9% | 8%
2: COc1ccccc1Cn1c(=S)[nH]c2ccc(Br)cc2c1=O
  -8% | 1% | nt
3: Cc1cccc(C(=O)N/N=C/c2ccncc2)c1
  4% | -6% | 1%
4: Cc1ccc2c(c1)C=CC(C#N)N2C(=O)c1ccccc1 (stereo unspecified)
  1.8µM* | -4% | 4%
5: O=C(N/N=C\c1cccc(F)c1)c1ccc(Cn2cc(Br)c([N+](=O)[O-])n2)o1
  0% | 0% | -3%
6: CCO[C@@H]1OC(C(=O)N2CCN(C)CC2)=C[C@H](C2CCCCC2)[C@H]1CCCO
  5% | -6% | 4%
7: CCCCCCN(C(=O)CCCCCN1C(=O)NC(c2ccc(Cl)cc2)C(C(=O)OCc2ccccc2)=C1C)C(C(=O)NCCCC)c1ccc(OCC(=O)OC)c(C(=O)OC)c1 (stereo unspecified)
  nt | -7% | 3%&7%
8: CC(C)(C)NC(=O)CC1C[C@H](C(=O)N2CCOCC2)[C@@]2(C)c3[nH]c4ccccc4c3CCN2C1=O (stereo partly specified)
  -8% | -2% | 0%
9: O=C(CN1CCN(Cc2ccccc2Cl)CC1)N=Nc1c(O)[nH]c2ccccc12
  ? | -3% | 3%
10: COc1ccc(C(=O)CCC(=O)N2CCN(c3ccc(C)cc3)C(C)C2)cc1 (stereo unspecified)
  23µM* | -8% | 15%
11: CC(=O)c1ccc(OCc2cc(C(=O)N3CCCCC3c3cccnc3)no2)cc1 (stereo unspecified)
  18µM* | -6% | 5%
12: CC(=O)N(Cc1cccc(Br)c1)c1ccc(N2CCOCC2)c(Cl)c1
  ? | -9% | nt
13: CCOC(=O)c1cnn(-c2cc(C)nc3c(-c4ccccc4)cnn23)c1N
  -20% | 5% | -12%
14: NC(=O)CSc1nnc(COc2ccc3ccccc3c2)o1
  -3% | -3% | 3%
15: CCOc1ccccc1CNCc1ccc(F)cc1
  ? | -1% | -5%

Eleven entries out of the list, ordered by number of heavy atoms, largest number first.
Under each structure – TDP1 cell noCPT | KAT2A inh | TDP1 block
7: CCCCCCN(C(=O)CCCCCN1C(=O)NC(c2ccc(Cl)cc2)C(C(=O)OCc2ccccc2)=C1C)C(C(=O)NCCCC)c1ccc(OCC(=O)OC)c(C(=O)OC)c1 (stereo unspecified)
  nt | -7% | 3%&7%
8: CC(C)(C)NC(=O)CC1C[C@H](C(=O)N2CCOCC2)[C@@]2(C)c3[nH]c4ccccc4c3CCN2C1=O (stereo partly specified)
  -8% | -2% | 0%
11: CC(=O)c1ccc(OCc2cc(C(=O)N3CCCCC3c3cccnc3)no2)cc1 (stereo unspecified)
  18µM* | -6% | 5%
9: O=C(CN1CCN(Cc2ccccc2Cl)CC1)N=Nc1c(O)[nH]c2ccccc12
  ? | -3% | 3%
1: O=C(CN1C(=O)C2CC=CCC2C1=O)NCC(=O)Nc1ccc(F)c(F)c1F (stereo unspecified)
  1% | -9% | 8%
5: O=C(N/N=C\c1cccc(F)c1)c1ccc(Cn2cc(Br)c([N+](=O)[O-])n2)o1
  0% | 0% | -3%
12: CC(=O)N(Cc1cccc(Br)c1)c1ccc(N2CCOCC2)c(Cl)c1
  ? | -9% | nt
14: NC(=O)CSc1nnc(COc2ccc3ccccc3c2)o1
  -3% | -3% | 3%
4: Cc1ccc2c(c1)C=CC(C#N)N2C(=O)c1ccccc1 (stereo unspecified)
  1.8µM* | -4% | 4%
15: CCOc1ccccc1CNCc1ccc(F)cc1
  ? | -1% | -5%
3: Cc1cccc(C(=O)N/N=C/c2ccncc2)c1
  4% | -6% | 1%

Later entries.
Under each structure – TDP1 cell noCPT | KAT2A inh | TDP1 block
16: O=C(Nc1cc(S(=O)(=O)N2CCOCC2)ccc1O)c1ccc(NS(=O)(=O)c2ccc(Cl)s2)cc1
  -18% | -9% | 3%
17: CCn1cc2nc(SCC(=O)Nc3ccc(OC)c(OC)c3)n(Cc3ccc(OC)cc3)c(=O)c2n1
  ? | -6% | nt
18: COc1ccc(CC(=O)OCC(=O)Nc2ccc(Cl)c(S(=O)(=O)N(C)C)c2)cc1
  -1% | -16% | 4%
19: CC1CCN(C(=O)CSc2nnc(NC(=O)Nc3ccccc3)s2)CC1
  ? | -1% | 5%
20: Cc1ccc(C(=O)N(C)CC(=O)Nc2ccc(Cl)c(C(F)(F)F)c2)cc1S(=O)(=O)N1CCCCC1
  23µM* | -14% | 2%
21: CC(C1CC1)N(Cc1ccccc1)C(=O)NC(=O)c1ccc(F)cc1 (stereo unspecified)
  ? | -3% | 0%
22: CCc1cc2c(SCC#N)ncnc2s1
  ? | -7% | -8%
23: COc1ccc(-n2c(C)c(C(C)=O)c3cc(OCC(N)=O)ccc32)cc1
  ? | -8% | 2%
24: CCc1nc(SCC(=O)Nc2ccnc3ccccc23)n[nH]1
  -17% | -4% | 3%
25: Cc1ccc(S(=O)(=O)N2CCN(S(=O)(=O)c3ccccc3)C2)cc1
  -5% | -12% | 3%
26: COCCCN1C(=O)C(=O)/C(=C(/O)c2ccc3c(c2)CC(C)O3)C1c1cccnc1 (stereo unspecified)
  -3% | -5% | -9%
27: CCCC(=O)Nc1cc(C(=O)O)ccc1Sc1ccccc1
  -4% | 0% | 5%
28: CCOC(=O)c1[nH]c2ccc(C)cc2c1NC(=O)CN1CCCCC1
  ? | -18% | -1%
29: CCOC(=O)c1c(C)[nH]c(C)c1S(=O)(=O)NCC(=O)NCc1cccc(C)c1
  -10% | -1% | -3%
30: COC(=O)[C@H](Cc1ccccc1)NC(=O)[C@@H](N)CC(=O)O
  -7%&-17%&0% | 6% | 5%

New compounds follow
Under each structure – TDP1 cell noCPT | KAT2A inh | TDP1 block
31: CCS(=O)(=O)N1CCc2cc(C(=O)Nc3cccc(NC(C)=O)c3)ccc21
  ? | -5% | 6%
32: Cc1noc(C)c1S(=O)(=O)N1CCN(c2ccccc2Cl)CC1
  ? | -1% | -11%
33: CCOc1ccc(-c2csc3nc[nH]c(=O)c23)cc1
  -11% | 0% | nt
34: Cc1ccc(C)c(NC(=O)C2COc3ccccc3O2)c1 (stereo unspecified)
  -4% | 0% | nt
35: Cc1cc(C)n(C(C)CC(=O)NCc2ccc(Cl)cc2)n1 (stereo unspecified)
  -12% | -7% | 2%
36: CCCN(CCC)C(=O)COc1cc(=O)n(CC)c2ccccc12
  ? | -8% | 3%
37: NC(=O)c1cc2ccccc2o/c1=N/NC(=O)c1ccccc1
  -16% | -1% | nt
38: COC(=O)[C@@H]1C2CC3c4[nH]c5cc(OC)ccc5c4CCN3CC2C[C@H](OC(=O)c2cc(OC)c(OC)c(OC)c2)C1OC (stereo partly specified)
  ? | -4% | 20%
39: CC1=C(C(=O)Nc2ccccc2C)C(c2ccncc2)n2nc(SCc3ccccc3)nc2N1 (stereo unspecified)
  -9% | -1% | -9%
40: c1ccc2c(c1)NC1(CCCC1)n1c-2nc2ccccc21
  ? | -21% | 1%
41: CC(C)CC(C)NNC(=O)c1cc2ccccc2[nH]1 (stereo unspecified)
  5% | -21% | 5%
42: Cc1ccn2c(NC(=O)c3ccccc3)c(-c3cccs3)nc2c1
  -7% | 58% | 4%
43: COc1cccc(/C=N/NC(=O)c2ccc(=O)n(C)c2)c1O
  6.5µM* | -3% | 8%
44: Cc1ccc(-c2nc(CS(=O)CC(=O)N3CCN(c4ccc(Cl)cc4)CC3)c(C)o2)cc1 (stereo unspecified)
  21µM* | 0% | 5%
45: COc1ccc(C(=O)NC2CCN(C(=O)Nc3ccccc3Cl)CC2)cc1
  -23% | -1% | 1%

(next part)
Under each structure – TDP1 cell noCPT | KAT2A inh | TDP1 block
46: CN(C)C(CNC(=O)c1ccc(-c2ccccc2)cc1)c1ccccc1 (stereo unspecified)
  18µM* | -2% | 5%
47: COc1cc(CCC(=O)OCC(=O)N2CC(=O)Nc3ccccc32)cc(OC)c1OC
  -7% | -3% | 0%
48: CC1CCN(C(=O)CSc2nnc(CNC(=O)c3ccco3)o2)CC1
  -13% | -2%[0.501 µM] | 2%
49: COCCNC(=O)C1CCC(CNS(=O)(=O)c2c(C)cc(C)cc2C)CC1 (stereo unspecified)
  -25% | -13% | nt
50: C1CCN(c2nc3nonc3nc2NCC2CCOCC2)CC1
  4% | 0% | 3%
51: COc1cccc(Cn2c(=O)c(-c3cccs3)nc3cnc(Nc4ccccc4)nc32)c1
  -5% | -2% | nt
52: COc1ccc2nc(N3CCN(C(=O)C4COc5ccccc5O4)CC3)sc2c1 (stereo unspecified)
  ? | -9% | 0%
53: CCCc1nnc(NC(=O)Cn2c(=O)oc3ccccc32)s1
  -17% | -2% | 1%
54: O=C(CNC(=O)c1ccccc1F)OCC(=O)c1c[nH]c2ccccc12
  15% | -1% | 2%
55: C[C@H](CO)N1C[C@H](C)[C@@H](CN(C)Cc2ccc(C(=O)O)cc2)Oc2ccc(NS(=O)(=O)c3cn(C)cn3)cc2C1=O
  -4% | 1% | 1%
56: Cc1ccc(O)c(-c2cc(C(F)(F)C(F)F)[nH]n2)c1
  16µM* | -7% | 4%
57: COc1ccc(NC(=O)CC2C(=O)N(c3ccc(OC)cc3)C(=O)N2C(C)C)cc1 (stereo unspecified)
  -5% | -2% | 5%
58: Cc1noc(C(=O)N2CCN(c3ccccc3)CC2)c1Cl
  4% | ? | nt
59: COc1ccccc1-c1nnc(C2CCN(S(=O)(=O)c3ccc([N+](=O)[O-])cc3)CC2)o1
  ? | -9% | 2%
60: CCCCN(CCCC)S(=O)(=O)c1ccc(C(=O)Nc2nnc(COC)o2)cc1
  16µM* | ? | 12%

More compounds.
Under each structure – TDP1 cell noCPT | KAT2A inh | TDP1 block
61: COc1ccc2oc(C)c(C(=O)c3ccc([N+](=O)[O-])cc3)c2c1
  ? | -2% | 5%
62: CC1CN(c2ccccc2)C(=O)CS1 (stereo unspecified)
  0% | -15% | 7%
63: CCn1ccnc1CN(C)Cc1c(C(=O)N2C[C@@H](C)O[C@@H](C)C2)nc2ccc(Cl)cn12
  -5% | -1% | 4%
64: O=C(OCn1nnc2ccccc2c1=O)c1cccc(S(=O)(=O)N2CCOCC2)c1
  -2% | -6% | -3%
65: Cc1ccccc1-c1nc2scc(CCNC(=O)C(=O)Nc3ccc(F)cc3F)n2n1
  ? | -3% | 4%
66: CCN(C(=O)CSc1nc2ncccc2[nH]1)c1ccc(C(C)C)cc1
  -21% | -5% | 3%
67: COC(=O)c1c(NC(=O)Nc2ccc(Cl)cc2)sc(C)c1C
  ? | -4%&-10% | 6%&3%
68: CCOCc1cnc(C)nc1NCC(=O)c1c(C)[nH]c2ccc(OC)cc12
  -10% | ? | 3%
69: CCOC(=O)C1CCN(C(=O)c2ccc(NC(=O)C3CCCO3)cc2)CC1 (stereo unspecified)
  -8% | -5% | 2%
70: CCCCOc1ccccc1Cn1c(=O)oc2ccc(C)cc21
  ? | -10% | -4%
71: CCC(Sc1n[nH]c(=O)[nH]c1=O)C(=O)OCc1ccccc1 (stereo unspecified)
  -13% | -3% | -5%
72: COc1cc(OC)c(C(=O)NCC2CCCO2)cc1OC (stereo unspecified)
  6% | -7% | 0%
73: O=c1onc(-c2ccc(Cl)cc2)n1Cc1ccc(F)cc1
  -5% | -7% | 3%
74: COC(=O)c1sccc1NC(=O)Cc1ccc(Br)cc1
  -25% | -5% | 0%
75: COC(=O)C1C2C=CC3(CN(c4cccc(Cl)c4)C(=O)C13)O2 (stereo unspecified)
  -7% | -3% | 1%

Filtered by structure, those above with a cyano group
Under each structure – TDP1 cell noCPT | KAT2A inh | TDP1 block
4: Cc1ccc2c(c1)C=CC(C#N)N2C(=O)c1ccccc1 (stereo unspecified)
  1.8µM* | -4% | 4%
22: CCc1cc2c(SCC#N)ncnc2s1
  ? | -7% | -8%

Next compounds:
Under each structure – TDP1 cell noCPT | KAT2A inh | TDP1 block
76: CCc1ccc(CN(C)Cc2nc(Cc3ccc(OC)c(OC)c3)no2)nc1
  ? | -27% | nt
77: NNC(=O)C1c2ccccc2Oc2ccccc21
  -5% | 0% | nt
78: Cc1ccc(C(c2nnnn2C2CCCCC2)N(C)C2CCCCC2)cc1 (stereo unspecified)
  23µM* | -2% | 0%
79: Cc1ccc2[nH]cc(CCNC(=O)c3cccnc3)c2c1
  -23% | -2% | 2%
80: N=c1c(C(=O)NC2CCCC2)cc2c(=O)n3ccccc3nc2n1C1CCCC1
  ? | -9% | -1%
81: Cc1ccc(-n2nc(C)c3c(C(F)(F)F)cc(-c4cccnc4)nc32)cc1Cl
  1% | -3% | -5%
82: O=S(=O)(NCc1cccs1)c1ccc(Br)cc1
  1% | -2% | 2%
83: Cc1cc(C)n(/N=C/c2cc(Cl)cc(Cl)c2O)c(=O)c1
  0% | -10% | 4%
84: CCCCCN(C(=O)NC(=O)Nc1cccc(C)c1C)S(C)(=O)=O
  -16% | -19% | 8%
85: Clc1ccccc1-c1nnc(-c2ccc3c(c2)OCO3)o1
  ? | -8% | 4%
